From PubChem BioAssay
DDE Tn7 FP inh = inhibitors of Tn7 peptide binding to human fibrin DD(E); P02675; actives 0.13% (n = 370,000); FP displacement of FITC-Tn7 peptide from fibrin DD(E); 0% = median of compound wells per plate; AID 720508; inhibition, % at 8.3 µM;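 active = inhibition above the mean of compounds falling within the control limits plus 3 SD of them, cut at about 14% in these data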;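 also: 0% = plate median of compound wells and 100% = 10 µM Aha-Tn7 peptide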
Target sequence (P02675 whole entry, looked up): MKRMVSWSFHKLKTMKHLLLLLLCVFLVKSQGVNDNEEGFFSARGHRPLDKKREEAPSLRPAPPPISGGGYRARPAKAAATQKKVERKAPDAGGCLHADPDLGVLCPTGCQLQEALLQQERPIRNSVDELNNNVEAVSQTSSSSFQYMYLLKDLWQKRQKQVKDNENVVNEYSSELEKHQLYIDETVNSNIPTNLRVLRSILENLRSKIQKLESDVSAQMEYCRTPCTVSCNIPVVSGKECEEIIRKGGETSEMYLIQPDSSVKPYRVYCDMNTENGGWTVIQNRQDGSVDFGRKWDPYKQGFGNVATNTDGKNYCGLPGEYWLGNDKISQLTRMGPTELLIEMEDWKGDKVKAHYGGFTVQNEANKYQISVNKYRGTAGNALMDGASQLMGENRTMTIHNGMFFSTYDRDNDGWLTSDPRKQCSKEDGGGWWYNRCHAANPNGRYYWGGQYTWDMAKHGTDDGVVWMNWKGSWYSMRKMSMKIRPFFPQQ
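Test system – human fibrin DD(E) · Times – 10 min preincubation, 3 h with tracer, room temperature · Detection – fluorescence polarization of the labelled Tn7 tracer · Measure – percent inhibition normalized to high-control wells · Benchmarks – high control wells with 10 µM unlabelled Aha-Tn7 peptide (full inhibition) · Repeats – singlicate testing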
TCR-CD3 inh = human TCR-CD3 binding inhibition; inhibition, % at 9.4 µM; TAMRA-labeled TCR probe fluorescence, biochemical; actives 0.37% (n = 360,000); in the data active = inhibition above about 19%;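 also: recombinant mutant TCR 2C K166C tagged with TAMRA read by polarization; 0% = receptor in buffer alone and 100% = receptor with positive control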
MBD2 inh = MBD2-methylated oligo binding inhibition. TR-FRET, MBD2 binding to methylated oligonucleotide. actives 0.31% (n = 370,000). inhibition, % at 4.4 µM. AID 686964. Q9UBB5; in the data active = inhibition above about 13%
UHRF1 binding = blocks human UHRF1 binding to methylated DNA; inhibition, % at 4.4 µM; UHRF1 binding to methylated oligo, TR-FRET; actives 0.75% (n = 370,000); Q96T88; in the data active = inhibition above about 21%;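 also: UHRF1 SRA domain binding a hemimethylated CpG hairpin DNA probe; 0% = median of test compound wells and 100% = reference inhibitor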
Tn6 DDE FP = DD(E)-Tn6 binding inhibition, primary FP screen; P02675; Fibrin DD(E) TRITC-Tn6 fluorescence polarization displacement; inhibition, % at 8.3 µM; actives 0.21% (n = 370,000); AID 720509;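 active = inhibition above a per-campaign cutoff: mean of compounds within control limits plus 3 SD, cut at about 15% in these data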;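 also: 0% = median of all compound wells on the plate and 100% = blocking peptide control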
LEDGF integ inh = blocks HIV-1 LEDGF/p75-dependent DNA integration; TR-FRET IN-LEDGF/p75 DNA integration, Eu/Cy5; inhibition, % at 3.7 µM; actives 0.64% (n = 370,000); AID 743269;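 active = inhibition above the screen-wide mean plus 3 SD, cut at about 13% in these data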;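 also: signal is the Cy5 over europium emission ratio at 671 and 618 nm; 0% = plate median of compound wells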
TDP2 inh = TDP2 (human) inhibition, absorbance primary screen; recombinant TDP2, T5PNP hydrolysis, p-nitrophenol absorbance 415 nm; O95551; inhibition, % at 12.8 µM; actives 0.34% (n = 370,000);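 active = inhibition above the mean of all tested compounds plus 3 SD, set per campaign, cut at about 25% in these data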;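 also: 0% = DMSO with enzyme and 100% = buffer with substrate but no TDP2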
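Test system: Human TDP2 enzyme | Reagent: 5 mM T5PNP | Compound dosing: 12.8 µM single point, 1% DMSO | Incubation: Enzyme reaction with compound for 2 h at 37 °C | Technique: p-Nitrophenol epi absorbance | Read-out: % inhibition relative to enzyme-containing and enzyme-free wells | Benchmarks: High control without enzyme, low control DMSO plus TDP2 | Replicates: Singlicate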
proKLK7 act = proKLK7 (human) activation, primary screen. actives 0.9% (n = 370,000). P49862. activation, % at 7 µM. purified proKLK7, EDANS-DABCYL substrate fluorescence; 100% is mature enzyme control, 0% vehicle;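 active = activation above the mean of all tested compounds plus 3 SD, computed per campaign excluding outliers beyond control limits, cut at about 13% in these data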
PRMT1 FP inh = PRMT1 (human) inhibition, primary screen; Q99873; recombinant PRMT1, activity-based probe fluorescence polarization; inhibition, % at 2.79 µM; actives 1.3% (n = 370,000); AID 652257;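 active = inhibition above about 21% made by adding two undisclosed values, limit read from the data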
SIAE inh = human SIAE inhibition, primary screen; SIAE FP-Rh probe binding, fluorescence polarization; Q9HAT2; actives 0.69% (n = 370,000); inhibition, % at 9.66 µM;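 active = inhibition above a cutoff: mean of compounds within the control limits plus 3 SD of those, cut at about 17% in these data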;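 also: 0% = plate median of compound wells and 100% = probe without SIAE protein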
Target sequence (Q9HAT2 whole entry, looked up): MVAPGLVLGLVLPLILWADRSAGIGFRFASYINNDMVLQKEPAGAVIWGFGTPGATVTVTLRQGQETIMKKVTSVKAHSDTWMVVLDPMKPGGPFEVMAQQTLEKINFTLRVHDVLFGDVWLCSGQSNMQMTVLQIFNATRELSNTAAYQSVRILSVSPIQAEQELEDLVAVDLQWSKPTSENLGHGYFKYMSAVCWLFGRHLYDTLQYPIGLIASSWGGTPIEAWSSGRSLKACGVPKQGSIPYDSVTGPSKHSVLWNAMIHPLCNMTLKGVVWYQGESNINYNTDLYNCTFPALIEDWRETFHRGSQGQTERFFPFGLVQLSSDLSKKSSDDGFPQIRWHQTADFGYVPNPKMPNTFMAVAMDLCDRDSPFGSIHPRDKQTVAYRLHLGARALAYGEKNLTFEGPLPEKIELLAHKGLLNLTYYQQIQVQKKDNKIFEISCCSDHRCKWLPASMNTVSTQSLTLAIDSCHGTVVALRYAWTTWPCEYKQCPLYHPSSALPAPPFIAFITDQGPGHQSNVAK
Starred values were filed as active, the others as inactive; . = no result given.

Below each SMILES: DDE Tn7 FP inh	TCR-CD3 inh	MBD2 inh	UHRF1 binding	Tn6 DDE FP	LEDGF integ inh	TDP2 inh	proKLK7 act	PRMT1 FP inh	SIAE inh
> COc1ccc(C(CC(=O)NCc2ccccc2)Sc2n[nH]c(-c3ccc(Cl)cc3)n2)cc1 (stereo not given)
 : -4	-2	-4	-2	0	2	9	-0.1	-3	4
> CC(C)C(=O)NC(NC1CCS(=O)(=O)C1)C(Cl)(Cl)Cl (stereo not given)
 : 6	-1	4	1	11	-2	0	0.9	2	-2
> O=C(NS(=O)(=O)NC1CCCCC1)C1=C(N2CCCC2)COC1=O
 : 3	1	0	3	4	3	0	-0.1	1	-3
> CC(C)NC(=S)Nc1ccc2[nH]c(=O)[nH]c2c1
 : -11	-4	-5	-2	-4	1	-6	0.0	-3	-2
> COc1ccc([C@H]2CC(=O)C=C(c3ccccc3C(F)(F)F)C2)cc1
 : 4	3	-8	1	1	-2	-2	0.1	-2	-9
> Cc1occc1C(=O)NNC(=O)Nc1ccc(Cl)c(Cl)c1
 : -1	4	-1	0	1	1	-1	-0.6	1	-4
> C[C@H](c1ccccc1)N1C[C@@H](COCc2ccccc2)Oc2cc(N3CCC[C@H]3CO)ccc2S1(=O)=O
 : -7	-3	2	3	3	0	4	-1.0	1	-6
> CC(C(=O)N1CCOCC1)c1ccccc1 (stereo not given)
 : 11	2	-3	-1	1	-1	-2	0.1	2	6
> O=C(Nc1ccc(Br)cc1)c1cnccn1
 : -1	1	1	0	5	0	6	0.5	-3	-6
> O=C(Cn1ccc2ccccc2c1=O)N1CCN(c2cccc(Cl)c2)CC1
 : -3	-9	-5	2	-2	-1	-12	0.2	0	-4
> CC(C)n1c(NCCO)nc2ccccc21
 : -7	-2	0	-2	-8	0	-20	-0.5	-9	-5
> CCC1(CC)CNC(=O)NC1=O
 : -6	7	0	1	2	1	-8	0.1	0	-5
> N#CNC(=Nc1ccccc1)SCc1ccc(C(=O)O)cc1
 : -3	-4	4	19	-3	-7	1	-0.4	4	-5
> Cc1ccc(C(=O)/C=C/Nc2ccc(S(=O)(=O)Nc3cc(C)nc(C)n3)cc2)cc1
 : -4	-2	0	4	-5	-3	-16	30*	2	-7
> Cc1cc(C(=O)CSc2nnnn2-c2ccccc2)c(C)n1CCc1ccccc1
 : 4	0	0	-2	5	-1	8	0.3	3	2
> O=C(NCc1cccnc1)c1ccc2sc([C@@H]3O[C@H](CO)[C@H](O)[C@H](O)[C@H]3O)nc2c1
 : -5	-1	5	0	-11	3	-3	-0.3	-2	-5
> O=C(Nc1ccccc1Cl)N1C2CCC1CC(O)(c1cccnc1)C2 (stereo not given)
 : -3	8	-2	-1	-6	0	1	-0.7	-2	3
> COc1ccc(NC(=O)C(c2ccc(OC)cc2)n2c(=O)c(-c3cc4ccccc4[nH]3)nc3ccccc32)cc1 (stereo not given)
 : 3	2	-5	-5	3	-2	-3	-54	0	-33
> Cc1[nH][nH]c(=O)c1C(c1ccc(N(C)C)c(Br)c1)c1c(C)[nH][nH]c1=O
 : -5	4	2	-7	-3	0	12	0.3	-2	7
> COc1ccc(Cl)c(OC)c1C(=O)NC(=O)Nc1c(F)cc(F)cc1F
 : 4	5	-2	-3	3	2	10	0.5	-1	1
> COc1ccccc1NC(=O)CCC(=O)Nc1cc(OC)c(NC(=O)c2cccs2)cc1OC
 : 2	-3	5	6	-1	-9	-2	-0.4	1	3
> CC(C)OC(=O)Cn1nc(C(F)(F)F)c2c1CCCC2
 : -1	-3	6	-2	-2	-3	9	-0.7	4	-4
> COc1ccnc(Oc2ccccc2)c1C(=O)N/C=N/OCc1ccccc1
 : -5	4	-1	1	0	-2	-11	0.2	-1	-8
> CC(C)(C)c1ccc(S(=O)(=O)N2CCCC(C(=O)N3CCN(Cc4ccccc4)CC3)C2)cc1 (stereo not given)
 : -7	.	-2	-2	3	4	-1	0.4	-3	3
> CC(=O)c1cn(CCOc2cc(C)ccc2C)c2ccccc12
 : 0	-10	5	10	-1	1	-6	-0.3	5	-10
> CC(=O)Nc1nc(-c2ccccc2)nc(-c2ccccc2OC(C)=O)n1
 : 6	3	-3	0	4	-2	5	-0.6	4	-41
> Cn1ncc(Cl)c1C(=O)N1CCN(S(=O)(=O)c2ccc(Cl)s2)CC1
 : -5	-3	-1	-3	4	2	11	0.0	-1	-2
> COc1ccc2c(c1)c(C(=O)N/N=C/c1ccc(Br)cc1)c(C)n2C
 : -1	7	-5	-3	3	3	4	0.2	-3	0
> COc1ccc(CCC(=O)N2c3ccccc3N=C(c3ccc(C(F)(F)F)cc3)C2C(=O)NC(C)(C)C)cc1 (stereo not given)
 : -4	-7	7	4	-7	-10	-16	-126	11	-12
> Cc1nnc2c3ccccc3c(-c3ccc(O)cc3)nn12
 : 3	-1	1	0	12	-2	7	-0.2	1	11
> COc1ccc(Nc2nc(N)nc(CSc3nccn3C)n2)cc1
 : -6	-2	0	1	-4	0	-1	0.5	1	4
> O=C(Nc1nnc(CCc2ccccc2)s1)c1ccc(F)cc1
 : 2	5	4	-4	-2	-1	-2	0.1	-2	-3
> Cc1cc(-c2ccccc2)nc2cc(C(=O)NCc3ccco3)nn12
 : -2	4	0	2	-7	5	1	7.2	12	-5
> O=C1NC(=S)N/C1=C/c1cc([N+](=O)[O-])ccc1O
 : 0	-4	-10	-8	-1	-5	0	0.3	6	-10
> CCc1ccc(NC(=O)C2CC(=O)N(C(C)C)C2)cc1 (stereo not given)
 : -3	1	-1	0	-4	-2	-6	-0.4	-4	-3
> COc1ccccc1OCC(=O)Nc1ccc(S(=O)(=O)Nc2nc(C)cc(C)n2)cc1
 : -3	-1	-2	-4	4	1	0	-0.4	1	-2
> N#Cc1ccc(NCC(=O)Nc2ccc3c(c2)OCCO3)cc1
 : -4	-2	0	0	1	7	12	0.2	-4	0
> C=CCN(c1cccc(C(F)(F)F)c1)S(=O)(=O)c1cccc(C(=O)OCC(=O)Nc2ccccc2)c1
 : -3	-2	0	2	-3	0	-15	-0.4	2	-48
> C[C@@H]1C=C(C(=O)O)O[C@H](OCc2ccc(CO)cc2)C1
 : -1	2	0	55*	10	1	14	0.2	0	5
> CCOc1cc(NS(=O)(=O)c2ccc(OC)cc2)c(OCC)cc1NC(=O)c1ccco1
 : 2	2	-6	-6	6	1	-1	-0.2	1	5

Entries listed so far with a COOH group:
Below each SMILES: DDE Tn7 FP inh	TCR-CD3 inh	MBD2 inh	UHRF1 binding	Tn6 DDE FP	LEDGF integ inh	TDP2 inh	proKLK7 act	PRMT1 FP inh	SIAE inh
> N#CNC(=Nc1ccccc1)SCc1ccc(C(=O)O)cc1
 : -3	-4	4	19	-3	-7	1	-0.4	4	-5
> C[C@@H]1C=C(C(=O)O)O[C@H](OCc2ccc(CO)cc2)C1
 : -1	2	0	55*	10	1	14	0.2	0	5

Continued:
Below each SMILES: DDE Tn7 FP inh	TCR-CD3 inh	MBD2 inh	UHRF1 binding	Tn6 DDE FP	LEDGF integ inh	TDP2 inh	proKLK7 act	PRMT1 FP inh	SIAE inh
> C=CCn1c(SCC(=O)N(C)C)nc2cc(C(=O)O)ccc2c1=O
 : 0	-4	-3	5	-2	-4	-10	-1.3	2	2
> CN(C)C(=O)CCCCCCCCC(=O)N(C)C
 : 1	1	3	1	-3	-1	-9	-0.2	-2	2
> C=CCn1c(CCNC(=O)c2ccccc2F)nnc1SCC(=O)Nc1ccccc1F
 : -3	-2	9	3	-7	-1	-4	1.0	8	0
> CCOC(=O)CSCC(=O)Nc1ccc(S(=O)(=O)N2CCCCC2)cc1
 : -4	-4	-4	2	2	-1	-10	0.2	1	-2
> CCOc1ccccc1N(CC(=O)Nc1ccc(OC)cc1OC)S(=O)(=O)c1ccccc1
 : -2	-11	5	4	0	-1	-8	0.2	5	-1
> Cc1ccc(C(C)C)cc1-n1nnc(-c2cccc(Cc3ccc4ccccc4c3)c2)c1C(C)O (stereo not given)
 : 3	-9	-2	1	-2	4	-15	-0.4	-3	-37
> CCc1nc2c(OCc3ccccc3C)cccn2c1N(C)C(=O)CC(C)C
 : 8	0	-9	0	8	4	3	0.1	-3	2
> Cn1c(=O)c(=O)n(C)c2cc(S(=O)(=O)N3CCCCCC3)ccc21
 : -4	-2	4	18	-3	-2	7	-0.4	-5	1
> CC(=O)NNC(=O)c1ccncc1
 : -7	3	-4	2	-9	-3	-7	0.4	-1	0
> COc1ccc2nc(N3C(=O)CC(Cc4ccc(C)cc4)C3=O)sc2c1 (stereo not given)
 : -4	-6	2	6	-5	4	-1	-0.5	-1	-2
> O=C(Cn1ccc(=O)[nH]c1=O)Nc1ccc(O)c([N+](=O)[O-])c1
 : 2	-3	-5	-2	-4	-1	-1	0.1	5	4
> COc1ccc2c(c1)c(C(=O)N/N=C/c1ccc(Cl)cc1)c(C)n2C
 : -1	-3	3	2	0	-2	-4	0.4	2	7
> Cc1ccc(Cn2ccc(NC(=O)c3cc(C)on3)n2)cc1
 : 1	1	2	3	-4	2	3	-0.3	0	-6
> Cc1ccc(C)c2c1cc(C)c1nnc(SCC(=O)Nc3cccc(C(=O)O)c3)n12
 : 0	3	-1	-1	1	-3	1	-2.0	0	-1
> CCOc1ccc(C(=O)NCC(c2cccs2)N(C)C)cc1 (stereo not given)
 : -13	8	0	8	-2	2	-10	0.0	2	-4
> CCCCOCCCNS(=O)(=O)Cc1ccccc1
 : -6	-5	20*	0	-2	-1	-6	-0.1	1	3
> CCOc1ccc(N=NC2C(=O)N(C(N)=S)N=C2C)cc1 (stereo not given)
 : 8	-1	-11	-23	5	-4	2	0.6	1	3
> Cc1c(C(=O)NCCSCc2ccc(F)cc2)cnn1-c1ccc(Cl)cc1
 : 4	3	0	0	7	1	-2	1.2	-3	-2
> CCCCn1nnnc1C(c1cc2ccccc2o1)N1CCCCC1 (stereo not given)
 : 7	-1	-2	-1	-7	-1	3	0.6	-1	-1
> CCCNC(=O)c1cc2c(c(-c3cccc(-c4ccc(F)cc4)c3)n1)[C@H](CCO)N(S(=O)C(C)(C)C)C2 (stereo not given in full)
 : 0	-1	0	1	-1	1	-4	0.4	-6	0
> COc1ccc(-c2cc(C(=O)N(C)CCc3ccc(OC)c(OC)c3)c3ccccc3n2)cc1
 : -1	0	0	-1	3	-3	0	-3.2	0	-6
> O=C(COC(=O)C1(c2ccccc2)CCCC1)N1CCNC1=O
 : -4	1	-4	2	6	-1	2	0.2	0	0
> CC(Oc1ccc2ccc(=O)oc2c1)C(=O)NC1CC(C)(C)NC(C)(C)C1 (stereo not given)
 : -5	0	7	4	3	-1	-6	0.3	4	-5
> CCCn1c(C2CCCN2c2nc(-c3cccc(Br)c3)cs2)nc2ccccc21 (stereo not given)
 : 6	-7	1	-4	1	0	6	1.0	0	6
> CCCS(=O)(=O)NC(=O)C1(C)CCN(C(=O)c2cc(C)oc2C)C1 (stereo not given)
 : -1	-4	-1	1	1	0	8	0.0	-2	2
